# Bioassay records from PubChem BioAssay.
# UTI89 phage lysis: inhibition of K1F phage lysis, E. coli UTI89, bacterial capsule biogenesis inhibitors, alamar blue (AID 488966) | E. coli UTI89 K1F phage lysis, alamar blue, 2 h; higher % means a stronger effect | inhibition, % at 100 µM; hits with a dose series show IC50 in µM | 340,000 tested, 0.02% active;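 active = phage lysis inhibition, versus mean bacterial control, above a set limit; inconclusive = no clear call, values can overlap the other calls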;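 also: capsule biogenesis inhibitors block K1F phage lysis so surviving cells raise fluorescence; higher fluorescence means more inhibition of phage lysis; actives were called in the ten point dose series up to 300 µM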
# Dengue-2 NS5 capping: Dengue-2 NS5 methyltransferase inhibitors, primary screen, biochemical, confirmation dose response (AID 588689); 340,000 tested, 0.3% active; inhibition, % at 25 µM; hits with a dose series show IC50 in µM; Dengue-2 NS5 methyltransferase capping enzyme assay, biochemical; higher % means a stronger effect; Genome polyprotein (Dengue virus type 2 (strain 16681-PDK53)); in the data active = a potency from the dose series; inconclusive = inhibition above about 29% without an active follow-up result
# T cell HTS: modulators of CD8 T cell-vesicle binding, primary screen, mouse 2C CD8+ T cells, flow cytometry | 2C CD8+ T cell-vesicle binding; hits give low values | calls only at 7 µM | 330,000 tested, 0.068% active | AID 2052, 2009;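 active = response, share of CD8 T cells binding vesicles, and their 90th percentile fluorescence all below set limits, cut at about 80% in these data, passing the limit was not always enough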
#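 incubation = binding step 1.5 h, 37 °C, antibody labelling 20 min, ice | test system = 2C mouse CD8+ T cells | read-out basis = percent CD8+ FL2 mean versus row control | controls = Peptide-free naked vesicles (low) and QL9 vesicles with 0.7% DMSO vehicle (high) | detection = flow cytometry of vesicle-bound cells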
# Salmonella PhoP GFP: inhibitors of PhoP regulon expression, primary screen, Salmonella Typhimurium, GFP reporter (AID 1863) | S. Typhimurium PhoP-regulated promoter GFP reporter, 4 h; higher % means a stronger effect | inhibition, % at 50 µM; hits with a dose series show IC50 in µM | 300,000 tested, 0.16% active;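 active = inhibition over 29.93%, a cutoff 3 SD above the screen mean, later confirmed by dose response; inconclusive = inhibition over 29.93% but no dose response follow-up; inactive = inhibition at most 29.93% or unconfirmed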;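 also: 0% = low Mg2+ inducing control and 100% = high Mg2+ repressing control; strong numbers were not always called active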
# RSV antiviral HEp-2: RSV antiviral activity via CPE protection, HEp-2 cells, primary 10 µM value included (AID 2391); HEp-2 cells, RSV-induced CPE inhibition; higher % means a stronger effect; CPE inhibition, % at 10 µM; hits with a dose series show IC50 in µM; 310,000 tested, 0.13% active; in the data active = a potency from the dose series; inconclusive = CPE inhibition mostly from about 23% at the one dose, without a potency; inactive = the rest, 99 in 100 with CPE inhibition below about 21%; also: strong numbers were not always called active
# Large T inhibition: SV40 large T antigen inhibitors, biochemical (AID 1903). SV40 large T antigen ATPase/helicase inhibition assay; higher % means a stronger effect. inhibition, % at 20 µM, or IC50 in µM where a hit was titrated. 310,000 tested, 0.39% active; in the data active = a potency from the dose series; inconclusive = inhibition mostly from about 32% at the one dose, without a potency; inactive = the rest, 99 in 100 with inhibition below about 32%; also: strong numbers were not always called active
# NTR1 ag: agonists of NTR1, primary screen, imaging, U2OS cells, beta-arrestin-GFP, high content (AID 493036) | 330,000 tested, 0.17% active | NTR1-U2OS beta-arrestin-GFP spot imaging, agonist mode | Neurotensin receptor type 1 (Homo sapiens), P30989 | activation, % at 20 µM;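 active = activation at or above 40% of the spot to cytoplasm intensity ratio, with at least 20 cells analyzed; inconclusive = wells under 20 cells, flagged as cytotoxic or low count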;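 also: 0% = DMSO without peptide and 100% = 100 nM NTR1 peptide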
# Target sequence (P30989 whole entry, looked up): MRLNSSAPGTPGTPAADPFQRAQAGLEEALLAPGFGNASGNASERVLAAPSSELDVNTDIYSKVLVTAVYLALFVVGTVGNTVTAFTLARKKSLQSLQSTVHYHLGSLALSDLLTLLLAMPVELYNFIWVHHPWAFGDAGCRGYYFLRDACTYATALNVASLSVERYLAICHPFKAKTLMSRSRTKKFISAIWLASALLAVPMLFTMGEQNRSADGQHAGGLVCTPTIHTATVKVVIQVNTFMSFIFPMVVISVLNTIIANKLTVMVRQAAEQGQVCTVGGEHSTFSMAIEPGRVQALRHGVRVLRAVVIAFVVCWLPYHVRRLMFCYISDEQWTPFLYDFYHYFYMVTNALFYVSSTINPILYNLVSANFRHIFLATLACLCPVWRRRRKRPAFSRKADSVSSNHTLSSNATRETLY
# West Nile antiviral: West Nile virus antiviral activity, cell-based, CPE readout (AID 1621); West Nile virus-infected cells, CPE inhibition; higher % means a stronger effect; CPE inhibition, % at 10 µM; hits with a dose series show IC50 in µM; 290,000 tested, 0.02% active; in the data active = a potency from the dose series; inconclusive = CPE inhibition mostly from about 3.7% at the one dose, without a potency; inactive = the rest, 99 in 100 with CPE inhibition below about 2.2%; also: strong numbers were not always called active
# Rac1 GTP hydrolysis: MgcRacGAP GTPase-activating activity inhibitors, confirmation, biochemical, ADP Hunter fluorescence; one-dose inhibition, % at 30 µM; IC50 in µM for titrated hits; Rac GTPase-activating protein 1 (Homo sapiens); 340,000 tested, 0.6% active; MgcRacGAP-stimulated Rac1 GTP hydrolysis, ADP Hunter fluorescence; higher % means a stronger effect; GST-tagged Rac1 F28L mutant substrate;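 active = first-screen hits whose inhibition reached a set limit at any dose in the follow-up dose series; inconclusive = inhibition above the set first-screen limit but never retested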;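 also: fluorescence reports GDP produced by GAP-driven GTP hydrolysis; strong numbers were not always called active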
# T cell HTS vesicle-bound %: recorded beside T cell HTS, whose call it bears; double positive events, %; measured here: CD8+ vesicle-bound cell fraction;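 binding gate set so that unloaded-vesicle control wells show 10% double positive cells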
# NTR1 ag cell count 20 µM: further read-out of NTR1 ag, marked with its call; cell count; measured here: cell count, cytotoxicity flag
# Dengue-2 NS5 capping pilot replicate: recorded beside Dengue-2 NS5 capping, whose call it bears; inhibition, %; measured here: pilot screen replicate inhibition
# Active calls of the source: *; i = inactive; ? = inconclusive; · = no result given; [ ] = remark or other dose.
SMILES,UTI89 phage lysis,Dengue-2 NS5 capping,T cell HTS,T cell HTS vesicle-bound %,Salmonella PhoP GFP,RSV antiviral HEp-2,Large T inhibition,NTR1 ag,NTR1 ag cell count 20 µM,West Nile antiviral,Rac1 GTP hydrolysis,others
Cc1cc(C)n(-c2ccc(C(=O)Nc3cccnc3Cl)cc2)n1,0.4%,2%,i,23,3%,0.8%,0%,-1.0,85,-0.2%,4%,
COc1ccc(C(=O)N2CCCCCC2)cc1OC1CCN(C(C)=O)CC1,-0.2%,2%,i,4,-1%,0.7%,26%,2.0,59,-0.3%,8%,
COc1cc2c(C(=O)NCc3ccc(C)o3)cn(CC(C)C)c(=O)c2cc1OC,-1.2%,6%,i,32,-2%,4.0%,7%,0.8,55,1.4%,11%,
O=C(CSc1ccc2ccccc2n1)N1CCC(c2noc3ccc(F)cc23)CC1,0.4%,-10%,i,18,4%,?,0%,7.1,88,-1.2%,12%,Dengue-2 NS5 capping pilot replicate=-5.5
Cn1c(=O)c2c(nc(Br)n2Cc2nnc(N)s2)n(C)c1=O,-0.1%,-5%,i,30,-6%,3.6%,14%,0.2,68,-0.3%,4%,
CCn1c2ccccc2c2cc(NC(=O)c3cc(OC)cc(OC)c3)ccc21,2.9%[50 µM],4%,i,7,20%,9.7%,8%,12,75,-1.0%,11%,
COc1ccc(C2SCC(=O)N2CCc2ccc(OC)c(OC)c2)cc1 (stereo not given),-0.2%,-7%,i,46,·,-0.2%,·,1.3,80,-1.7%,3%,
Cn1c(-c2csc(-c3cccc(C(F)(F)F)c3)n2)n[nH]c1=S,0.6%,-4%,i,46,10%,20%,7%,1.5,61,0.1%,2%,
CCc1c(C)nc2ncnn2c1NCc1cccs1,1.1%,-5%,i,62,8%,3.4%,-3%,-0.4,55,-0.6%,0%,
Cc1c(NS(=O)(=O)c2cc(Br)cc3c2N(C(=O)C2CC2)CC3)c(=O)n(-c2ccccc2)n1C,-2.2%,-3%,i,46,-3%,2.1%,9%,-1.5,74,-0.4%,6%,
CC1=CC(c2ccccc2)n2nc(N3C(=O)c4ccccc4C3=O)nc2N1 (stereo not given),0.2%,5%,i,11,4%,0.0%,11%,7.8,77,-0.1%,4%,
COCCOc1cc(-n2cccc2)c(Cl)cc1Cl,0.7%,-1%,i,46,2%,7.4%,22%,0.1,46,-0.6%,5%,
O=C1CS/C(=N/N=C/c2ccncc2)N1,·,·,i,52,-2%,·,2%,0.8,53,-0.4%,·,
CC(NC(=O)c1ccc(S(=O)(=O)Nc2ccccc2Cl)cc1)c1ccncc1 (stereo not given),-0.3%,-5%,i,35,·,·,·,6.7,67,·,5%,
CC(C)N1CCN(Cc2ccc(Sc3nncn3C)o2)CC1CCO (stereo not given),0.1%,-2%,i,24,-3%,-1.0%,10%,1.6,52,0.1%,10%,
O=C1NC2(CCCC2)N=C1c1ccc(Cl)cc1,3.6%,-2%,i,41,-8%,0.1%,4%,-0.6,66,0.3%,7%,
COc1ccc(CNC(=O)C2CCN(S(=O)(=O)c3cccnc3)CC2)cc1,0.6%,-4%,i,52,5%,1.2%,7%,0.4,60,-0.1%,11%,
NS(=O)(=O)c1ccc(CCNC(=O)CCCn2ncn3c(cc4occc43)c2=O)cc1,0.0%,-4%,i,63,3%,0.5%,11%,-0.1,64,0.5%,5%,
O=C(COc1ccc2ccccc2c1Br)NNC(=O)Nc1ccccc1,4.6%,-7%,i,10,10%,1.8%,-7%,-0.1,85,0.9%,10%,
Cc1ccc(C2CC(=O)Nc3cc4c(cc32)OCO4)o1 (stereo not given),4.5%,-2%,i,30,-1%,-0.5%,-1%,0.5,51,0.3%,8%,
NC(=O)c1ccc(Cc2ncc(C(F)(F)F)cc2Cl)s1,0.1%,-14%,i,48,2%,2.5%,5%,1.4,84,-0.2%,4%,
O=c1oc2ccccc2cc1-c1nc2ccccc2o1,6.2%,-6%,i,13,-8%,0.0%,5%,-0.4,58,-0.3%,-1%,
Cc1sc2ncnc(N(C)Cc3ccco3)c2c1C,0.3%,-3%,i,40,10%,4.2%,-12%,2.4,57,0.1%,10%,
COC(=O)c1ccc(NC(=O)Cn2nc(SC)n(N)c2=S)cc1,0.3%,-1%,i,5,4%,3.0%,1%,0.2,45,0.1%,9%,
C=CCNc1nc(C(=O)OCC(=O)N(Cc2ccccc2)C(C)C)cs1,1.4%[50 µM],0%,i,42,·,·,·,0.1,36,·,-2%,
COc1ccccc1-n1c(SCC(=O)NCC2CCCO2)nc2c([nH]c3ccccc32)c1=O (stereo not given),0.1%,-6%,i,32,0%,0.5%,6%,-0.1,56,0.5%,8%,
O=C(O)c1ccc(N2CCN(Cc3ccc4c(c3)OCO4)CC2)c([N+](=O)[O-])c1,0.1%,3%,i,52,4%,1.7%,5%,0.3,51,-0.7%,5%,
Cc1ccccc1CN1CCN(Cc2cc(=O)c3ccccc3[nH]2)CC1CCO (stereo not given),0.1%,-5%,i,57,-2%,2.2%,5%,0.5,52,-0.3%,12%,
C=CCc1cccc(CNc2nc3ccccc3n2CC)c1O,6.8%,-10%,i,2,7%,?,3%,0.8,53,-0.6%,7%,
Cc1ccnc(N/C=C(/NC(=O)c2ccccc2)C(=O)NN)n1,-0.6%,-1%,i,8,-2%,-0.6%,8%,-1.8,29,0.7%,4%,
CCOC(=O)N1CCC(NC(=O)CC2C(=O)NCCN2Cc2ccccc2F)CC1 (stereo not given),0.1%,2%,i,47,2%,5.5%,12%,2.4,56,0.4%,13%,
Cc1c2cnn(CC(=O)Nc3c(F)c(F)cc(F)c3F)c(=O)c2c(C)n1Cc1ccc(F)cc1,·,·,i,48,-3%,0.6%,11%,0.0,23,-1.4%,·,
Cc1cc(=O)[nH]c(SCc2csc(-c3ccccc3)n2)n1,2.5%[50 µM],-5%,i,8,-2%,2.4%,19%,1.2,43,-1.3%,5%,
CC(C)c1ccccc1OCC(=O)NC1CCCc2ccccc21 (stereo not given),-0.2%,-8%,i,29,3%,?,16%,8.2,72,-0.6%,-9%,
CC(=O)c1cc(C)ccc1OC(=O)CN1C(=O)c2ccccc2C1=O,0.4%,-7%,i,53,3%,-0.2%,4%,2.2,61,-0.1%,6%,Dengue-2 NS5 capping pilot replicate=-3.0
CCS(=O)(=O)N1CCC(C(=O)NC2CCCCC2)CC1,1.1%,-2%,i,54,3%,4.1%,3%,-0.3,48,-0.2%,6%,
CN(C)CCCN(C(=O)c1ccc(S(=O)(=O)N2CCCC2)cc1)c1nc2c(F)cc(F)cc2s1,1.9%[50 µM],-11%,i,54,-6%,-2.4%,11%,0.1,67,·,6%,
CCCCNC(=O)c1ccccc1NS(=O)(=O)c1ccc2c(c1)OCCO2,0.5%,0%,i,38,16%,1.9%,1%,-1.5,83,0.7%,4%,
Cc1ccc(Sc2nc3ccc(C)cn3c(=O)c2/C=N/O)cc1,3.1%,-14%,i,12,0%,-0.8%,-7%,5.2,37,-1.2%,7%,
O=C(COC(=O)Cn1cnc2ccccc2c1=O)Nc1ccccc1Sc1ccc(Cl)cc1,-0.2%,-9%,i,45,-3%,4.1%,14%,4.1,85,-0.8%,5%,
COc1cc2c(C(=O)Nc3ccccc3F)cn(C)c(=O)c2cc1OC,-0.1%,-5%,i,33,8%,0.8%,1%,-0.1,61,0.3%,9%,
Cc1ccc2c(c1)n([O-])c1c([n+]2=O)CCCC1,0.4%,1%,i,59,-1%,1.4%,9%,-3.3,89,0.1%,-1%,
CCNCC(=O)Nc1c(C)cccc1C,4.1%,-6%,i,63,-6%,-0.4%,23%,1.4,64,·,7%,
Cc1ccc(NC(=O)c2ccccc2Cl)cc1-n1cnnn1,0.2%,3%,i,62,·,1.1%,·,1.3,71,0.0%,4%,
COc1cc(CCCN2C(=O)C(=O)NC[C@@H]2CC2CCCCC2)cc(OC)c1OC,0.4%,6%,i,42,6%,0.6%,16%,0.8,74,·,3%,
O=C(Nc1ccc(F)cc1)Nc1ccc(N2CCOCC2)c2nonc12,2.4%,19%,i,44,-1%,2.3%,11%,-1.4,26,-1.0%,5%,
CCOC(=O)c1c(C)[nH]c(C(=O)COC(=O)c2ccc(O)cc2O)c1C,0.1%,-5%,i,21,-5%,?,6%,1.4,63,-0.3%,11%,
CCn1ncc([N+](=O)[O-])c1C(=O)Nc1c(C)cccc1C,0.2%,1%,i,54,-5%,1.6%,8%,1.1,66,-0.6%,3%,Dengue-2 NS5 capping pilot replicate=-3.4
Cc1cc(C)nc(NC2=NCC(=O)N2CCc2c[nH]c3ccccc23)n1,-1.5%,-11%,i,38,2%,1.8%,-1%,4.8,83,0.1%,-3%,
Cc1cc(/C(O)=C2\C(=O)C(=O)N(CCN(C)C)C2c2ccncc2)ccc1OCc1ccccc1 (stereo not given),2.7%,-1%,i,32,8%,0.6%,1%,0.7,54,-0.2%,2%,
Cc1cc([N+](=O)[O-])c(-c2ccc(/C=N/n3cnnc3)o2)cc1Cl,1.9%,-1%,i,9,10%,2.7%,7%,1.0,77,0.6%,18%,
Cc1ccc(-c2cc(C(=O)Nc3ccc(S(=O)(=O)Nc4nc(C)cc(C)n4)cc3)c3ccccc3n2)cc1,3.0%[50 µM],-5%,i,6,-5%,?,1%,8.9,62,-0.1%,8%,
COc1cc(C(=O)NCC(c2cccnc2)N2CCN(c3ccc(F)cc3)CC2)cc(OC)c1OC (stereo not given),0.0%,9%,i,55,-5%,0.0%,28%,-0.5,86,-1.2%,5%,
COc1ccc(N2CCN(C(=O)c3cc([N+](=O)[O-])ccc3N3CCN(CCO)CC3)CC2)cc1,-0.7%[50 µM],8%,i,28,-2%,0.5%,13%,-0.7,65,-0.5%,8%,
Cc1ccc(NC(=O)c2cc(=O)c3ccccc3o2)cc1,0.7%,-3%,i,34,-6%,3.5%,3%,-3.9,92,-1.1%,0%,Dengue-2 NS5 capping pilot replicate=3.0
